Akt phos inh = Akt phosphorylation inhibition | 360,000 tested, 0.32% active | Neuro2A IGF-stimulated pAkt S473 HTRF, 20 min; active compounds read low | activity change, % for hits at 50 µM; in the data active = activity change below about -80%; inconclusive = mostly about -51% to -80%; also: % is scaled to controls: 0 for no effect and ±100 for the full control effect
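Single-point screen (50 µM final compound) in Neuro2A cells stimulated 20 min with 6 nM IGF at 37 deg C. After lysis, Ser473-phosphorylated Akt read by HTRF (ex 330 nm, em 615/665 nm) as the 665/615 ratio.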
aSyn rescue = inhibitors of alpha-synuclein toxicity in yeast. Yeast expressing alpha-synuclein, growth rescue, BacTiter-Glo, 24 h. Potency, µM (highest dose often 46.1 µM), for the others: at the top dose growth rescue (activation), usual class: activators. 370,000 tested, 0.14% active; also: potency is read from the fitted curve at half-maximal effect; % of control where 0% means no effect; nearly all actives have a fitted effect of over 65% in size
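Readout is rescue of growth in alpha-synuclein-expressing yeast, so inhibitors of toxicity appear as activators. Growth after 24 hr at 30 deg C in galactose medium is quantified by luminescence.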
Abeta rescue = restores growth of yeast expressing A-beta42 peptide; yeast expressing A-beta42, growth rescue, OD600, 48 h; response scale: 0% DMSO, 100% iron-clioquinol control; 410,000 tested, 0.063% active; AID 1347071; Potency, µM (doses to about 46.1 µM), without a hit: at the highest dose growth rescue, actives largely listed as activators; also: potency is read from the fitted curve at half-maximal effect; nearly all actives have a fitted effect of over 55% in size
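Growth rescue measured by 600 nm absorbance after 48 h yeast culture at 30 C with compound. Values normalized between DMSO and an equimolar ferric chloride plus clioquinol control.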
TDP43 rescue = rescues yeast growth from TDP-43 toxicity. 410,000 tested, 1.8% active. TDP-43 expressing yeast growth rescue, BacTiter-Glo, 24 h. AID 652104. Potency, µM (highest dose often 46.1 µM), for inactives: at the highest dose growth rescue (activation), actives largely listed as activators; also: potency is read from the fitted curve at half-maximal effect; % of control where 0% means no effect; nearly all actives have a fitted effect of over 50% in size
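Yeast expressing TDP-43 (pregrown in raffinose, seeded at OD600=0.02 in galactose medium) exposed to compounds 24 hr at 30 deg C. Growth read by BacTiter-Glo luminescence; rescue of toxicity appears as increased signal.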
PTHR1 agonist = agonists of human PTHR1 parathyroid hormone receptor. HEK293 GP2 PTHR1 cells, GloSensor cAMP luminescence, 1 h. Potency, µM (series often up to 115 µM), for the others: at the top dose activation, actives largely listed as activators. 410,000 tested, 0.075% active. AID 743266; also: potency is read from the fitted curve at half-maximal effect; nearly all actives have a fitted effect of over 55% in size; some results filed as inactive show a strong effect at the top dose; inactives centre near -15; many of its hits are not listed in these tables
Target sequence (Q03431 whole entry, looked up): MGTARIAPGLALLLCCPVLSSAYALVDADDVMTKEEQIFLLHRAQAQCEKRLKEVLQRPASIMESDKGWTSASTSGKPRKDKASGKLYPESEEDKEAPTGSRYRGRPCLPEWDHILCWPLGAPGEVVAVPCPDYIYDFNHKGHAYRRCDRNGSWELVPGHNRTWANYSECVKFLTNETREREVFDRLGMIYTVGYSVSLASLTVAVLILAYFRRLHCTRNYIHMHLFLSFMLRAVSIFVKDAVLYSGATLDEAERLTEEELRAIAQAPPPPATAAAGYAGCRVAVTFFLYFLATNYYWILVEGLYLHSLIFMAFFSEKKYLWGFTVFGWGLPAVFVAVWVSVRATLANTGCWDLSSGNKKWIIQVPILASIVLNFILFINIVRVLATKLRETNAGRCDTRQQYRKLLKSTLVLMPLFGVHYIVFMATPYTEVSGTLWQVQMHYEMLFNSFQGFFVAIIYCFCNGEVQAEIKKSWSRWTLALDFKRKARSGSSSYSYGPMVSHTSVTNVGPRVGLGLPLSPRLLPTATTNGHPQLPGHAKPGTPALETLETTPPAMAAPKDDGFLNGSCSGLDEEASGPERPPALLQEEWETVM
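HEK-293-derived GP2 cells expressing PTHR1 and a GloSensor cAMP reporter, 3,000/well, plated overnight, given luciferin plus IBMX (each 0.5 mM as added) for 1 h at 37 °C, then compound for 1 h at 37 °C. Luminescence was read after 15 min at room temperature.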
GLP1R inv ag = acts as inverse agonist at human GLP-1 receptor; Potency, µM (top dose mostly 38.3 µM), for the others: top-dose activity change, negative = inhibition, actives largely listed as inhibitors; 410,000 tested, 1.6% active; HEK293 GLP-1R CRE-luciferase, luminescence, 24 h; GLP-1R form is constitutively active; AID 624417; also: potency is read from the fitted curve at half-maximal effect; % is scaled to controls: 0 for no effect and ±100 for the full control effect; nearly all actives have a fitted effect of over 55% in size
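Inverse agonism was detected as reduced cAMP-driven luciferase luminescence after 24 h compound treatment. The cells were HEK293 clones expressing constitutively active human GLP-1R with the reporter. Reporter-only and GPR119 cell lines served as counterscreen controls.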
GLP-1R agonist = GLP-1 receptor (human) agonism. HEK293 GLP-1R CRE-luciferase, luminescence, 4-6 h; cells express a hypersensitive GLP-1R form. AID 624172. Potency, µM (highest dose often 45.6 µM), without a hit: at the top dose activation, most hits filed as activators. 380,000 tested, 0.007% active. P43220; also: potency is read from the fitted curve at half-maximal effect; % of control where 0% means no effect
D3 antag = antagonists of human D3 dopamine receptor | P35462 | max response, negative = inhibition, % | D3R cells, DiscoveRx beta-arrestin luminescence, antagonist mode; active compounds read low | 360,000 tested, 2.5% active | AID 652054; in the data active = max response below about -50%; inconclusive = no clear call, values can overlap the other calls; also: % is scaled to controls: 0 for no effect and ±100 for the full control effect; mostly tested at two doses, the higher about 12 µM
Target sequence (P35462 whole entry, looked up): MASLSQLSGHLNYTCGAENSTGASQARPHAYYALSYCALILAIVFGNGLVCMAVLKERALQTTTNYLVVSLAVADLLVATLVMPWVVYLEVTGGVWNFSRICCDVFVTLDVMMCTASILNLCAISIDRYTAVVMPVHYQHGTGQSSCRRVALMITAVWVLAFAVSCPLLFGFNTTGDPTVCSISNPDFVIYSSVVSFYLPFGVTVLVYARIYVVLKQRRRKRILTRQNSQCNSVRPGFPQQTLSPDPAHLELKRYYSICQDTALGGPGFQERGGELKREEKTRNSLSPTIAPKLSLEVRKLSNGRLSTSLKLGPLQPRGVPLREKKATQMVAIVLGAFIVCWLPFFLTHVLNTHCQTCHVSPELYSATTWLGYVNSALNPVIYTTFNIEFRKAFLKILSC
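Cells expressing the human receptor were seeded at 1500 cells/well, incubated overnight at 37 degrees C in 5% CO2, then exposed to library compounds with dopamine controls for 90 minutes at 37 degrees C before luminescent detection.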
FUS yeast rescue = FUS proteinopathy suppression in yeast | S. cerevisiae FUS-expressing, growth rescue, OD600, 24 h | Potency, µM (titrated, usually from 76.6 µM), without a hit: at the highest dose growth rescue (activation), usual class: activators | 390,000 tested, 0.24% active | AID 1347120;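 also: potency is read from the fitted curve at half-maximal effect; plate controls were DMSO vehicle for no effect and reference control for full effect; nearly all actives have a fitted effect of over 55% in size; some results filed as inactive show a strong effect at the top dose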
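Cultures pregrown in 2.5% raffinose medium are shifted to minimal medium containing 2% galactose to express toxic FUS. Compounds are tested at several concentrations. After 24hr at 30C, growth is quantified at 600 nm absorbance.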
Numbers without * were called inactive; i = inactive; ? = inconclusive; . = no result given; [ ] = dose if it differs, or a comment. Unless noted, calls follow the shape of the dose curve; as a rule, active = well fitted curve in the direction sought with a large enough effect; inconclusive = small, poorly fitted or top-dose-only effect, or another doubt; inactive = no such curve, though single readings can be large; an effect the other way counts as inactive or inconclusive. The list is partial; the hit share may differ from the screen's.

Screens in order – Akt phos inh | aSyn rescue | Abeta rescue | TDP43 rescue | PTHR1 agonist | GLP1R inv ag | GLP-1R agonist | D3 antag | FUS yeast rescue
COc1cccc(CC2(CO)CCCN(S(=O)(=O)N(C)C)C2)c1 (configuration not stated)
→ i | -2% | 3% | 6% | -10% | -27% | 1% | -29 | 20%
COc1ccc(NC(=O)c2c[nH]c(=O)n(-c3ccc(C)c(C)c3)c2=O)cc1OC
→ i | 6% | 4% | 14% | i | 28% | -5% | -12 | 3%
O=C(Nc1ccc(F)cc1)c1ccc(S(=O)(=O)NCC2CCCO2)cc1 (configuration not stated)
→ i | -1% | 6% | -7% | -16%[57.5 µM] | -1% | 0% | -7 | 1%
O=C(COc1cc2oc(=O)c3c(c2cc1Cl)CCC3)N1C[C@H]2C[C@@H](C1)c1cccc(=O)n1C2
→ i | -1% | -18% | -10% | -18% | 16% | 10% | 11 | 3%
COC(=O)/C(NC(C)=O)=C(\C)c1ccc(Cl)cc1
→ i | -1% | 3% | 5% | i | 20% | -12% | 14 | 21%
CC(C)c1ccc(N)c(S(=O)(=O)O)c1
→ i | 3% | -3% | 1% | -37%[inhibitor] | 16% | -5% | -1 | -13%
C/C(CCc1oc2c(Br)cc(Br)cc2c1-c1ccc(C)o1)=N\O
→ i | ? | -12% | -1% | ? | ? | 21% | -9 | 20%
CC(C)CNC(=O)/C=C/C=C/CCCC/C=C/c1ccc2c(c1)OCO2
→ i | 3% | -5% | 11% | -51%[inhibitor] | 2% | 16% | 0 | 3%
CCCNC(=O)C1(C)CCCN(Cc2cccc3ccccc23)C1 (configuration not stated)
→ i | 7% | -12% | 24% | i | 10µM* | 8% | -2 | -15%
CN1C[C@@H]2[C@@H]3C(=O)N(Cc4ccccc4)C(=O)[C@@H]3[C@](Cc3ccccc3)(C1=O)N2C(=O)c1ccccc1
→ i | -11% | 7% | -18% | -5% | 11% | -4% | 0 | 18%
Cc1cccc(NC(=O)N2CCC(CN3CCc4ccccc4C3)CC2)c1C
→ . | . | -5% | 10% | i | -12% | . | . | -8%
O=c1c(CN2CCN(Cc3ccccc3F)C(CCO)C2)coc2ccccc12 (configuration not stated)
→ i | 0% | 1% | 0% | i | -10% | -7% | -12 | 13%
S=c1nc(-c2ccc(Br)cc2)[nH]c2ccccc12
→ i | -7% | 15% | 20% | -10% | 11% | 3% | -22 | -5%
O=C1c2ccccc2[C@@H]2C[C@H]3O[C@H]3CCN12
→ i | 0% | 2% | 7% | i | 5% | -1% | 4 | -25%
COc1ccccc1C(=O)NCCCN1CCCC1=O
→ i | 0% | -8% | -21% | i | 2% | -7% | -2 | 26%
COc1ccc(OC)c([C@@H]2Nc3ccc(C(=O)O)cc3[C@@H]3C=CC[C@@H]32)c1
→ . | . | ? | 9%[9.22 µM] | -16% | 13% | . | . | ?
COc1ccccc1-n1nnnc1SCC(=O)N(CC(C)C)C1CCS(=O)(=O)C1 (configuration not stated)
→ i | 0% | -2% | -1% | i | 3% | -1% | 0 | .
COc1ccc(NC(=O)/C=C/c2cccc(C(F)(F)F)c2)cn1
→ i | -18% | -1% | 8% | -21% | ? | 7% | 0 | 20%
Cc1ccc(C)c(NC(=O)CN(C)C(=O)C2CCCC2)c1
→ i | -5% | -10% | -6% | i | -2% | -4% | -3 | -9%
Cc1[nH]c2ccccc2c1C(=O)NS(=O)(=O)Nc1ccccc1
→ i | 0% | 5% | -5% | i | 0% | 0% | -25 | -8%
Cc1ccc([C@@H]2C[C@H]3[C@@H](CN2S(=O)(=O)c2ccc(C)cc2)C(=O)C[C@@H](c2ccccc2)N3S(=O)(=O)c2ccc(C)cc2)cc1
→ i | 1% | -2% | 0% | -21% | -16% | 0% | 2 | 6%
CCOc1ccc2nc(COC(=O)c3cccs3)c(C(C)=O)[n+]([O-])c2c1
→ i | 3% | -2% | 11% | -21% | -12% | 11% | -1 | 23%
Cc1ccc(S(=O)(=O)N(C)C(=O)NC(=O)NS(=O)(=O)c2ccccc2)cc1
→ i | -3% | -4% | -17%[0.397 µM] | i | 6% | 6% | -11 | -16%
CCOC(=O)C1CCN(C(=O)CN2C(=O)c3ccccc3S2(=O)=O)CC1
→ i | -6% | -5% | -24% | -12% | 9% | 5% | -15 | 13%
COc1cc(CC(=O)O)ccc1OCc1ccccc1
→ i | 4% | 16% | 7% | i | 2% | 4% | 5 | -3%
CCN1CCN(C(=O)C2CC(=O)N(c3ccc(Cl)cc3)C2)CC1 (configuration not stated)
→ i | -2% | 10% | -24% | i | -11% | 2% | -4 | 13%
Cc1cc(Cl)ccc1NC(=S)Nc1ccccn1
→ i | -4% | ? | 28% | -23% | ? | -5% | -30 | 4%
CN(CC(=O)Nc1ccc(N2CCOCC2)cc1)C(=O)CCNC(=O)c1ccccc1Cl
→ i | -1% | 7% | -3% | -19% | 16% | 2% | 1 | 17%
Cc1ccc(S(=O)(=O)NNC(=O)c2csnn2)cc1
→ i | 2% | 7% | 19% | i | 9% | -1% | 3 | .
COc1cc(OC)cc(C(=O)NCC(=O)Nc2ccc(C)c(Cl)c2)c1
→ i | 0% | 17% | -11% | i | ? | 14% | -26 | 5%
CC1=NNC(=O)C1Oc1ccccc1 (configuration not stated)
→ i | -2% | 13% | -6% | i | -5% | 0% | 8 | -14%
O=C(NCC1COc2ccccc2O1)C1C2C=CC3(CN(Cc4ccccc4Cl)C(=O)C13)O2 (configuration not stated)
→ i | 8% | 17% | 14% | -70%[inhibitor][57.5 µM] | ? | -6% | 1 | 28%
COc1ccccc1NC(=O)CCC(=O)N(Cc1ccc(OC)c(OC)c1)c1nccs1
→ i | 2% | 3% | 22% | i | 34%[activator] | 16% | 7 | 8%
Cc1ccc(NC(=O)COC(=O)CN2C(=O)COc3ccccc32)cc1
→ i | 3% | 22% | 20% | i | 6% | 10% | 11 | ?
O=C(NCCS(=O)(=O)N1CCN(c2ccccc2F)CC1)c1c(F)cccc1F
→ i | -1% | 5% | -4% | i | -32% | -3% | 5 | -9%
CCSC1=N/C(=C\c2ccccc2)C(=O)N1c1ccc(OC)cc1
→ i | -3% | -5% | -2% | i | -3% | 19% | -25 | -17%
CCOC(=O)[C@]12CCC=C1N(Cc1ccc(Cl)cc1Cl)C(=O)[C@H](CC(=O)NCc1cccc3ccccc13)C2
→ i | 2% | 7% | 0% | i | ? | -2% | 30 | ?
CCC(=O)c1ccc(OCC(=O)OCC(=O)N2c3ccccc3NC(=O)C2(C)C)cc1
→ i | 1% | 7% | -7% | -25% | 20% | 1% | 20 | 1%
COCCn1c(N)c(C(=O)c2cccc(S(=O)(=O)N3CCCCCC3)c2)c(=O)[nH]c1=O
→ i | 10% | -7% | -30% | -5% | 6% | -5% | 0 | -4%
O=[N+]([O-])c1cc([N+](=O)[O-])c(Oc2c(F)ccc(F)c2F)cc1NN1CCCCC1
→ i | 5% | 1% | 13% | -57%[inhibitor] | 1% | 3% | ? | -9%
CC1CC(=O)Nc2ccccc2N1S(=O)(=O)c1cccc(F)c1 (configuration not stated)
→ i | 1% | 10% | -12% | i | 11% | 1% | 17 | 26%
O=C(COC(=O)c1ccccn1)NC1CCCCC1
→ i | -7% | 12% | 2% | i | 20% | -9% | 6 | -2%
CN1CCN(C(=O)/C(=C\c2ccccc2)c2ccccc2)CC1
→ i | 1% | -8% | 6% | -27%[57.5 µM] | -3% | 4% | -55* | 12%
Cc1cccc(NS(=O)(=O)c2cccc(C(=O)NCC3(N4CCOCC4)CCCCC3)c2)c1
→ i | 2% | 8% | 11% | -20% | ? | 7% | -3 | -4%
O=C(COc1ccc(Cl)cc1Cl)NCCCN1CCOCC1
→ i | 13% | -4% | -26% | i | -7% | 0% | ? | 26%
CC(C)C(C(=O)NCC1CCCO1)N(CC1CCCO1)C(=O)CNS(=O)(=O)c1ccccc1 (configuration not stated)
→ i | -11% | -1% | -4% | i | 4% | 7% | -8 | 6%
COCCN(C(=O)c1cc2c(s1)CCC2)c1c(N)n(CC(C)C)c(=O)[nH]c1=O
→ i | -6% | -12% | 1% | i | -1% | -9% | -30 | .
Cc1cc(C)nc(SCc2cc(=O)c(OC(=O)c3ccc(Cl)c([N+](=O)[O-])c3)co2)n1
→ i | 29% | 7% | -44%[inhibitor] | i | 18% | 1% | 14 | .
CC(=O)c1ccc(-c2nnc(CCC(=O)N(C)Cc3c(C)nc4ccccn34)o2)s1
→ i | 2% | 11% | . | -16% | 35%[activator] | 3% | 0 | ?
CCOc1ccc2nc(NC(=O)/C=C/c3ccc4c(c3)OCO4)sc2c1
→ i | -3% | 1% | -9% | i | 0% | -9% | -20 | 7%
CCOc1ccc(NC(=O)CSc2nnc(-c3ccco3)n2C)cc1
→ i | -8% | -3% | 6% | i | 21% | -2% | -23 | -7%
CCOc1ccccc1NC(=O)COC(=O)/C=C/c1cccs1
→ i | 0% | 2% | -2% | i | ? | 25% | 2 | -3%
COc1ccccc1N1CCN(c2ncnc3sc(C)c(-c4ccccc4)c23)CC1
→ i | -1% | -36%[inhibitor] | 18µM* | -11% | 7% | 3% | 50 | -16%
CNS(=O)(=O)c1ccc(C(C)(C)C)cc1
→ i | -1% | -13% | 16% | i | 4% | -1% | 3 | 6%
CCN(C(=O)COC(=O)c1nc(Cl)ccc1Cl)C1CCS(=O)(=O)C1 (configuration not stated)
→ i | 0% | 9% | 18% | -18% | 6% | -14% | 4 | -7%
CN1CCN(c2ccc(S(=O)(=O)N3CCCCC3)cc2[N+](=O)[O-])CC1
→ i | -3% | 1% | 2% | i | 2%[0.307 µM] | -3% | -24 | -4%
COc1ccc(CCNC(=O)c2ccc(N(C)S(=O)(=O)c3ccccc3)cc2)cc1
→ i | -9% | -1% | 14% | -21% | ? | 15% | 0 | 19%
CCOc1ccc(S(=O)(=O)Nc2cccc(-c3ccc(N4CCCCCC4)nn3)c2)cc1
→ i | -4% | -11% | -2% | -4% | ? | 17% | -18 | ?

Screening results from PubChem.
